WT yeast gro inh – growth inhibition of WT strain, primary screen, mitochondrial fusion inhibitor project, WT and mutant strains, chemical genetic | actives 2.1% (n = 190,000) | inhibition, % at 10 µM | mitochondrial fusion phenotypic screen | AID 1362, 2008; in the data active = inhibition above about 58%; tested in S. cerevisiae
bCat nuc transl – modulators of beta-catenin nuclear translocation, primary screen, imaging, HeLa cells, immunofluorescence, high-content | AID 1665, 2009 | nuclear translocation activity, % at 5 µM | actives 0.3% (n = 190,000);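 active = nuclear translocation activity above 50% at 5 µM, with a well cell count of 50 or more; inconclusive = wells under 50 cells across six images, flagged as toxic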;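 note: per-cell ratio of nuclear to cytoplasmic median beta-catenin stain intensity; plate controls were DMSO negative control for no effect and GSK-3 inhibitor IX positive control for full effect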
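Test system: human HeLa cells, native beta-catenin. Compound dosing: 5 µM primary single dose, 0.1% DMSO, 0.02–20 µM confirmation series. Incubation: compound exposure 24 h at 37°C. Detection: beta-catenin immunostaining with DAPI counterstain, 20x imaging, 6 fields/well. Read-out basis: Nuclear/cytoplasmic beta-catenin signal ratio, % activation.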
Insulin prom up – insulin promoter activators in MIN6 cells, imaging, high-content screening, mouse beta cells. z-score at 5 µM. actives 0.3% (n = 190,000). MIN6 insulin promoter-GFP reporter; active compounds read high;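 active = z-score above 3 at 5 µM with at least 500 cells counted in the well; inconclusive = wells under 500 cells, flagged as cytotoxic or low count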
Lipid droplet – inhibitors of hepatocyte lipid droplet formation, primary screen, imaging, high-throughput imaging, BODIPY stain; AML12 mouse hepatocytes, oleate lipid droplets; inhibition, % at 6.5 µM; actives 0.4% (n = 240,000); AID 1656, 2009;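 active = lipid droplet intensity inhibited by at least 50%, with more than 500 cells counted; inconclusive = wells with under 300 cells, treated as cytotoxic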
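Assay system: AML12 mouse liver cells | Compound: 6.5 µM single-point dosing | Schedule: Overnight exposure | Technique: Fluorescence imaging, 20x objective, two fields per well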
MT stabilize HCS – microtubule stabilizers in HeLa cells, primary screen, imaging, high-content imaging. actives 0.83% (n = 200,000). % tubulin-high responders, % at 10 µM. HeLa tubulin immunostaining HCS, 24 h; share of cells brighter than vehicle mean+2SD;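 active = plate Z-score above 3 for both tubulin-high and condensed-nucleus cell shares, with cell loss under 80%, at 10 µM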;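 note: anti alpha tubulin signal scored within the nucleus-defined area of each cell; some results filed as inactive read as strong as hits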
West Nile antiviral – West Nile virus antiviral activity, cell-based, CPE readout (AID 1621) | West Nile virus-infected cells, CPE inhibition; higher % means a stronger effect | CPE inhibition, % at 10 µM, or IC50 in µM where a hit was titrated | actives 0.02% (n = 290,000); in the data active = a potency from the dose series; inconclusive = CPE inhibition mostly from about 3.7% at the one dose, without a potency; inactive = the rest, 99 in 100 with CPE inhibition below about 2.2%; note: strong numbers were not always called active
Myeloid diff 2 – induction of myeloid progenitor differentiation, primary screen, cell-based, flow cytometry, MLPCN library; ER-HoxA9 myeloid progenitors, lysozyme-GFP differentiation; calls only at 10 µM; actives 1% (n = 360,000); AID 624256, 2012;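 active = normalized GFP-positive differentiation at or above the plate's own cutoff, the solvent-only control mean plus 3 SD; inconclusive = no clear call, values can overlap the other calls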;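 note: cells exposed to compound for four days before flow analysis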
T cell HTS – modulators of CD8 T cell-vesicle binding, primary screen, mouse 2C CD8+ T cells, flow cytometry. 2C CD8+ T cell-vesicle binding; active compounds read low. calls only at 7 µM. actives 0.068% (n = 330,000);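 active = response, share of CD8 T cells binding vesicles, and their 90th percentile fluorescence all below set limits, cut at about 80% in these data, passing the limit was not always enough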
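Assay system: 2C TCR transgenic mouse naive CD8+ T cells, MACS-purified | Read-out: CD8+ gate FL2 mean fluorescence as % of same-row positive control | Signal: High-throughput flow cytometry with anti-B7-1 and anti-CD8 staining | Timing: Binding step 1.5 h, 37 °C, antibody labelling 20 min, ice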
Autophagy HCS – autophagy modulators in MEF cells, primary screen, imaging, high-content, MEF GFP-LC3; MEF GFP-LC3 puncta imaging; test concentration mostly 10 µM; calls only at 10 µM (by protocol); actives 0.98% (n = 190,000); AID 463193, 2010;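 active = percentage of spot-positive cells more than 3 SD above its plate mean, without a fluorescence outlier flag or 80% toxicity; inconclusive = no clear call, values can overlap the other calls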;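 note: spot-positive cell cutoff set from DMSO-treated cells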
WT yeast gro inh mutant strain – recorded beside WT yeast gro inh, whose call it bears; inhibition, %; mitochondrial fusion phenotypic screen, mutant strain inhibition
Insulin prom up cell count – recorded beside Insulin prom up, whose call it bears; cell count; measured here: cytotoxicity, nuclei count;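 total cells summed across four imaged fields per well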
Lipid droplet cells 6.5 µM – recorded beside Lipid droplet, whose call it bears; cell count; measured here: cell count, cytotoxicity flag;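 cells counted across two imaged fields per well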
bCat nuc transl cell count 5 µM – recorded beside bCat nuc transl, whose call it bears; cell count; measured here: cell count, cytotoxicity flag
T cell HTS vesicle-bound % – recorded beside T cell HTS, whose call it bears; double positive events, %; measured here: CD8+ vesicle-bound cell fraction;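 binding gate set so that unloaded-vesicle control wells show 10% double positive cells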
MT stabilize HCS Hoechst-high % – further read-out of MT stabilize HCS, marked with its call; % Hoechst-high responders; measured here: nuclear condensation Hoechst responders;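 share of cells brighter than vehicle mean plus two SD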
MT stabilize HCS cytotoxicity % – further read-out of MT stabilize HCS, marked with its call; toxicity, %; measured here: cytotoxicity by cell density;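 0% = mean cell density of plate MIN control wells and 100% = no cells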
Autophagy HCS cell loss 18 h – second read-out of Autophagy HCS, no call of its own (marks repeat the call); toxicity, %; measured here: cell loss, nuclei count;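 cell loss after 18 h compound exposure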
Myeloid diff 2 GFP+ MAC1+ % – further read-out of Myeloid diff 2, marked with its call; GFP+ MAC1+ double positive, %; measured here: differentiation confirmed by MAC1 staining
Active calls of the source: *; i = inactive; ? = inconclusive; nt = no result given.

SMILES,WT yeast gro inh,WT yeast gro inh mutant strain,bCat nuc transl,bCat nuc transl cell count 5 µM,Insulin prom up,Insulin prom up cell count,Lipid droplet,Lipid droplet cells 6.5 µM,MT stabilize HCS,MT stabilize HCS Hoechst-high %,MT stabilize HCS cytotoxicity %,West Nile antiviral,Myeloid diff 2,Myeloid diff 2 GFP+ MAC1+ %,T cell HTS,T cell HTS vesicle-bound %,Autophagy HCS,Autophagy HCS cell loss 18 h
COc1ccccc1Nc1nc(N)nc(CN2CCC(Cc3ccccc3)CC2)n1,8.1,13.6,nt,nt,nt,nt,3.3,651,1.0,1.5,1.3,1.2%,i,1.2,i,51.4,i,-3.8
CC1=NN(c2ccccc2)C(=O)C1C(=O)c1ccccc1 (stereo unspecified),-9.8,-6.9,-2.4,1100,-0.45,1460,3.6,657,5.4,2.5,8.8,0.1%,i,0.3,i,50.5,i,0.6
Cc1cc2c(cc1C)CSC(c1ccc3ccccc3c1O)SC2,26.7,1.1,-3.5,1074,0.2,775,8.0,776,0.5,2.1,10.5,-0.8%,i,0.9,i,52.8,i,7.2
CC1=NN(C(N)=S)C(=O)C1N=Nc1c(Br)cc(Br)cc1Br (stereo unspecified),nt,nt,nt,nt,nt,nt,4.2,824,nt,nt,nt,1.0%,i,0.4,i,63.8,nt,nt
O=C(CCN1CCOCC1)c1ccc(Br)cc1,-6.9,-6.1,0.5,1015,-0.17,1431,0.6,712,2.2,2.5,7.8,-1.1%,i,1.1,i,50.3,i,-4.3
O=C(COc1ccc(Cl)cc1Cl)c1ccc[nH]1,nt,nt,1.2,1170,1.03,1394,-0.5,692,nt,nt,nt,-0.9%,i,0.3,i,52.3,nt,nt
CC(=O)c1ccc(N2CCN(c3ccc(S(=O)(=O)NCCCN(C)C)cc3[N+](=O)[O-])CC2)cc1,1.9,16.2,0.7,975,-1.57,1098,-9.4,680,2.3,2.4,11.9,-2.2%,i,0.0,i,6.5,i,3.8
COC(=O)c1cc(S(=O)(=O)NCCCN2CCCC2=O)cn1C,nt,nt,nt,nt,nt,nt,3.8,751,nt,nt,nt,0.3%,i,3.6,i,40.6,nt,nt
COc1ccc(N2CCN(C(=O)c3ccccc3Br)CC2)c([N+](=O)[O-])c1,24.5,3.1,1.2,893,0.28,1651,5.7,726,1.3,1.7,2.4,-1.2%,i,0.5,i,59.5,i,2.2
O=C1CSC(c2cccc([N+](=O)[O-])c2)N1c1ccc(O)cc1 (stereo unspecified),3.1,13.2,0.0,1114,-0.15,1239,10.3,696,2.5,1.9,6.5,0.5%,i,0.2,i,58.2,i,-1.8
O=C(O)CCC(=O)Nc1cccc(-c2nnc(-c3ccccc3)o2)c1,nt,nt,nt,nt,nt,nt,0.4,856,nt,nt,nt,-0.4%,i,0.3,i,64.8,nt,nt
CCOC(=O)c1c(C)[nH]c(C=C2C(=O)CCCC2=O)c1O,6.4,6.7,0.4,520,-0.05,1254,-28.2,632,2.3,2.8,5.9,0.4%,i,2.8,i,59.5,i,1.8
COc1cccc(OCC(=O)NNC(=O)c2cccs2)c1,-9.4,-7.2,2.5,1403,1.02,1297,nt,nt,1.8,1.7,9.0,0.1%,i,0.5,i,51.0,i,19.2
Cc1onc(-c2ccccc2)c1C(=O)NC(=S)Nc1sc2c(c1C#N)CCCC2,1.9,13.6,2.3,930,nt,nt,-10.4,632,4.7,2.1,9.5,-1.0%,i,0.7,i,32.7,i,8.8
CCOC(=O)c1ccc(Oc2cc(C)nc(Cl)n2)cc1,nt,nt,-1.4,1403,0.48,985,-5.8,639,nt,nt,nt,0.2%,i,0.6,i,35.2,nt,nt
COc1ccc(O)c(-c2c(-c3ccc(Cl)cc3)n[nH]c2C)c1,0.2,-11.7,-4.8,993,-0.6,1195,nt,nt,4.7,1.6,2.9,-0.1%,i,0.6,i,12.2,i,0.6
CC(C)CNS(=O)(=O)c1ccc(C(=O)Nc2ccc3c(c2)OCO3)cc1,nt,nt,nt,nt,nt,nt,-24.5,757,nt,nt,nt,0.7%,i,0.5,i,24.2,nt,nt
O=C(c1cc2ncc(Br)cn2n1)N1CCN(C(=O)c2ccco2)CC1,-2.7,-3.1,nt,nt,nt,nt,2.2,723,1.2,1.2,1.2,0.1%,i,0.8,i,39.8,i,1.2
Cc1onc(-c2ccccc2)c1C(=O)Nc1ccc2c(c1)OCCO2,5.0,-4.0,-2.2,1125,0.85,1342,nt,nt,2.5,1.7,3.0,-0.4%,i,0.6,i,18.6,i,7.8
CC(C)(C)NC(=O)C1Cc2ccccc2CN1C(=O)Nc1ccccc1Cl (stereo unspecified),0.8,26.6,nt,nt,nt,nt,nt,nt,3.1,1.5,6.7,-0.2%,i,1.8,i,52.2,i,-17.3
O=C(/C=C/c1ccccc1)NC(=S)Nc1ncccn1,nt,nt,-0.4,1337,-0.31,907,5.1,658,nt,nt,nt,0.0%,i,0.4,i,54.2,nt,nt
O=C(CNC(=O)c1cccs1)NCC(=O)OCc1c(F)cccc1Cl,-0.5,0.4,2.7,1029,-1.59,1645,-66.6,756,2.6,2.3,5.7,0.6%,i,0.3,i,47.4,i,11.8
Cc1ccccc1NC(=O)COC(=O)Cc1cccc(C(F)(F)F)c1,14.3,-1.5,-2.3,1098,0.25,1506,-25.0,461,8.7,2.4,2.5,-0.3%,i,0.3,i,7.4,i,2.8
CS(=O)(=O)c1nc(-c2ccccc2)c(-c2ccccc2)[nH]1,-2.5,-28.2,1.7,531,0.07,1180,-7.1,668,4.8,2.6,7.3,-0.1%,i,0.5,i,51.2,i,-2.5
COc1ccc(/C=C2\SC(=O)N(CCNC(=O)C3CC(=O)N(c4ccccc4)C3)C2=O)cc1 (stereo unspecified),2.6,-7.3,-0.7,1399,1.01,1129,nt,nt,0.6,1.5,5.3,-0.5%,i,3.5,i,41.4,i,8.5
O=c1c(-c2cccc3ccccc23)[n+]([O-])c2ccccc2n1O,13.4,60.3,-3.5,1391,0.69,1518,nt,nt,2.8,1.7,3.8,-0.2%,i,0.0,i,46.2,i,-0.8
Cc1cc(S(=O)(=O)Nc2ccc(N(C)C)cc2)c(C)s1,9.8,22.8,-3.7,1148,nt,nt,1.3,783,1.7,1.7,6.0,-0.3%,i,7.1,i,7.9,i,-3.2
CCN1CCCC1CNC(=O)c1cc2c(C)nc3ccccc3c2o1 (stereo unspecified),14.6,1.7,-0.3,746,0.45,1064,nt,nt,4.1,3.1,13.3,0.7%,i,6.2,i,19.1,i,40.1
O=C(c1ccccc1[N+](=O)[O-])N(CCc1ccccc1)Cc1ccccc1,nt,nt,nt,nt,nt,nt,-17.9,645,nt,nt,nt,-0.8%,?,nt,i,57.4,nt,nt
CN(Cc1ccccc1)S(=O)(=O)c1cccc2nsnc12,-6.5,-2.2,-0.2,1121,nt,nt,21.3,734,4.3,1.8,11.6,-0.2%,i,0.4,i,37.7,i,13.1
CCCCCC1(C(=O)OCC)CC(CSC(=N)N)OC1=O (stereo unspecified),-3.3,3.3,-0.4,1063,-0.29,1366,-16.3,673,2.4,2.6,8.0,0.1%,i,0.4,i,54.3,i,5.6
Cc1ccc(C(OC(=O)c2ccco2)C(=O)NC(C)(C)C)cc1 (stereo unspecified),nt,nt,nt,nt,nt,nt,-0.3,803,nt,nt,nt,-0.8%,i,0.5,i,58.0,nt,nt

High-throughput results from PubChem.

Rows were taken by chance. About 3.9% of those tested had a hit in this group.
